Screening results: PubChem BioAssay, several laboratories
Jurkat tox 60K – cytotoxicity toward Jurkat T cells, primary screen, cytotoxicity control, cell-based, Jurkat E6.1, 60K MLSMR library. Jurkat E6.1 viability, ATP luminescence, 48 h. inhibition, % at 4 µM. AID 463, 2006. hit rate 1.2% among 56,000;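 active = inhibition above the mean inhibition of all tested compounds plus 3 SD, cut at about 28% in these data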
D1 allo mod – D1 CRE-luciferase signal change, two-sided – cell-based, HEK293 D1, dopamine EC30, D1 allosteric modulator project, primary screen; dopamine EC30 potentiation; actives deviate in either direction; B-score at 10 µM; AID 641, 2007; D(1A) dopamine receptor (Homo sapiens), P21728; hit rate 5.9% among 58,000;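 active = luminescence count or its row- and column-corrected plate score outside the 99.7% band of the plate's sample wells, on either side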
Target sequence (P21728 whole entry, looked up): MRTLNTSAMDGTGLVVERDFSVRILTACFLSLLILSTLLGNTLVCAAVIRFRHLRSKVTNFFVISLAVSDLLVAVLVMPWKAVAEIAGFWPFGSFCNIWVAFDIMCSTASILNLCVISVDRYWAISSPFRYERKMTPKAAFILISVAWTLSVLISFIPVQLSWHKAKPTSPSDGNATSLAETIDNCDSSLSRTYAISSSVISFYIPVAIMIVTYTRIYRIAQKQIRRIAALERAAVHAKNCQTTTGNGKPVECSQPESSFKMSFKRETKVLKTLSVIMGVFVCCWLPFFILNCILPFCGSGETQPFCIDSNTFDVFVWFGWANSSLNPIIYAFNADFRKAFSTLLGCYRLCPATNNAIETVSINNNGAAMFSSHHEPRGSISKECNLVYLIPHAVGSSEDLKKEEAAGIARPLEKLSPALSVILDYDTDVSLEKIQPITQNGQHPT
S1P3 agonist – human S1P3 receptor agonists, primary screen, cell-based, primary and confirmation, NFAT-BLA reporter | activation, % at 4.5 µM | S1P3 NFAT-BLA reporter cells, agonism, FRET ratio; relative to 1 µM S1P, basal subtracted | hit rate 0.1% among 60,000 | AID 373, 2006;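 active = activation above the screen-wide mean plus 3 SD, cut at about 4.5% in these data, passing the limit was not always enough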; note: some compounds called inactive have numbers as strong as hits
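Assay system: stable CHO line with human S1P3, Gα16, NFAT-BLA reporter; Detection: FRET β-lactamase substrate fluorescence, excitation 405 nm, 460/535 nm emission ratio, background-subtracted; Read-out: percent activation versus median 1 µM S1P response, basal-subtracted, per plate; Incubation: cells plated overnight, compound 4 h 37 °C, substrate 2 h RT.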
S1P1 ag-PAM – S1P1 agonists and agonism potentiators, primary screen, cell-based, primary and confirmation screens, CRE-bla reporter. Sphingosine 1-phosphate receptor 1 (Homo sapiens), P21453. S1P1 CRE-bla cells, forskolin, beta-lactamase FRET, potentiator mode; S1P1 agonist co-added at EC20, 2 nM; 100% = saturating reference agonist, 0% = basal. activation, % at 9.5 µM. hit rate 0.57% among 56,000. AID 449, 2006;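 active = activation above a cutoff set at the mean activation of all tested compounds plus 3 SD, cut at about 54% in these data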;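 note: forskolin at 4 µM as EC80 and the EC20 agonist is SEW2871; 100% = SEW2871 at its EC100 plus forskolin at EC80; some compounds past the cut are filed as inactive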
Target sequence (P21453 whole entry, looked up): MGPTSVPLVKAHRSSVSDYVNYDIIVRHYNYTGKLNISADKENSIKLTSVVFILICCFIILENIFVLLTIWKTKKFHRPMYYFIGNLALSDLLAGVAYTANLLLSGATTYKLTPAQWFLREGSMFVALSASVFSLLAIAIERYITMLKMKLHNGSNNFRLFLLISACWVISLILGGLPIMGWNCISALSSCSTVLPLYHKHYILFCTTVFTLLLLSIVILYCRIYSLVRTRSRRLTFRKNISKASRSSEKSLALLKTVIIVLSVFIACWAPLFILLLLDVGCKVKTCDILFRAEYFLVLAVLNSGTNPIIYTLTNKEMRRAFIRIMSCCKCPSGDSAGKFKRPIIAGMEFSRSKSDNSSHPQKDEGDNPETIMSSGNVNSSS
5HT1E antag – 5-HT1E receptor antagonists, primary screen, cell-based, HTS; 5-hydroxytryptamine receptor 1E (Homo sapiens), P28566; CHO 5-HT1E Ga15 NFAT-bla reporter, FRET, antagonist; inhibition, % at 6 µM; hit rate 0.99% among 65,000;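 active = inhibition above a set limit, the mean inhibition across every tested compound plus 3 SD, cut at about 29% in these data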;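 note: signal is the 460 over 535 nm emission ratio of beta-lactamase substrate; 0% = agonist plus DMSO wells and 100% = wells without agonist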
HTR1E agonist – 5-HT1E receptor agonists, primary screen, cell-based, HTS. activation, % at 6 µM. CHO 5-HT1E Ga15 NFAT-bla reporter, FRET; 0% DMSO wells, 100% control agonist wells. 5-hydroxytryptamine receptor 1E (Homo sapiens), P28566. hit rate 0.69% among 65,000;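 active = activation above a set limit, the screen-wide mean activation plus 3 SD, cut at about 8.5% in these data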;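 note: 100% = positive control agonist at 1 µM giving full maximal response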
HTR1A agonist – human 5-HT1a receptor agonists, primary screen, cell-based, CHO, Ga15 NFAT-bla reporter. 5-hydroxytryptamine receptor 1A (Homo sapiens), P08908. CHO 5-HT1a Ga15 NFAT-bla reporter, FRET ratio; 0% basal, 100% maximal reference agonist. activation, % at 10 µM. hit rate 0.56% among 65,000. AID 567, 2006;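 active = activation above the screen-wide mean activation plus 3 SD, cut at about 19% in these data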;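 note: 0% = DMSO wells and 100% = 5-CT at EC100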
HEK293 NFkB inh – inhibitors of PMA/ionomycin-induced NF-kB reporter, primary screen, antigen receptor NF-kB inhibitor project, cell-based, HEK-293 luciferase reporter, luminescence | HEK-293 NF-kB luciferase reporter | inhibition, % at 3 µM | hit rate 0.21% among 62,000;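 active = inhibition above the mean of all tested compounds plus 3 SD, cut at about 40% in these data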;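 note: 0% = stimulated DMSO wells and 100% = 10 µM reference inhibitor 5653914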
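System: NF-kB luciferase reporter HEK-293 cells | Replication: Single test | Control set: DMSO vs reference inhibitor | Evaluation: % inhibition | Schedule: 1 h pretreatment, 16 h stimulation, 37 °C | Probe or stimulus: PMA with ionomycin | Compound dosing: One dose, 3 µM | Detection: Luciferase luminescence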
5-HT1A blocker – human 5-HT1a receptor antagonists, primary screen, cell-based, CHO, Ga15 NFAT-bla reporter | 5-hydroxytryptamine receptor 1A (Homo sapiens), P08908 | CHO 5-HT1a Ga15 NFAT-bla reporter, antagonist mode | inhibition, % at 10 µM | hit rate 0.68% among 62,000 | AID 612, 2007;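 active = inhibition above the mean of all tested compounds plus 3 SD, cut at about 43% in these data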;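 note: receptor stimulated by 5-CT agonist at 100 nM near EC80; beta-lactamase reporter measured by ratiometric fluorescence of a cleavable substrate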
Active calls of the source: *; / = not tested or not shown.

SMILES | Jurkat tox 60K | D1 allo mod | S1P3 agonist | S1P1 ag-PAM | 5HT1E antag | HTR1E agonist | HTR1A agonist | HEK293 NFkB inh | 5-HT1A blocker
Cc1ccc(-n2nc(C)c3c2OC(N)=C(C#N)C3c2ccccc2F)cc1 (stereo not drawn) | -4 | -0.93 | -2.0 | -10 | -9 | -0.6 | -3.0 | 4 | 10
Cc1ccc(OCCC(=O)OCC(=O)Nc2ccc(Cl)cn2)cc1 | / | / | / | / | 4 | 0.1 | -1.4 | 11 | -18
O=C(O)c1ccc(OCCn2ccnc2)cc1 | / | / | -0.8 | -14 | -5 | -0.3 | -2.2 | / | /
COc1ccccc1-c1n[nH]c(=S)o1 | 2 | -0.43 | 0.0 | / | 4 | 0.6 | -1.2 | 11 | 3
CCOC(=O)N1CCN(CC(=O)Nc2ccc(OC)cc2)CC1 | / | / | / | / | 0 | 0.3 | -0.2 | 5 | -2
Cc1ccc(S(=O)(=O)N2CCCC2C(=O)NC2=NCCS2)cc1 (stereo not drawn) | -2 | -0.21 | -0.4 | -11 | -7 | 0.0 | -0.3 | 24 | -13
CCC(=O)N1CCc2cc(S(=O)(=O)CCC(=O)NCc3ccc4c(c3)OCO4)ccc21 | 4 | 0.74 | -1.1 | -18 | 9 | 0.8 | -2.6 | 11 | 3
CC1(C)OC(=O)C(C(c2ccccc2)C(C#N)C(N)=O)=C(O)O1 (stereo not drawn) | 6 | -0.1 | 0.1 | 7 | -2 | 0.2 | -2.1 | 26 | -7
C=C(C)Cn1c(COc2ccccc2)nnc1SCC(=O)O | 8 | 0.66 | -0.9 | / | -1 | -0.2 | -0.9 | 10 | -5
CCOC(=O)CSC1=C(C#N)C(c2ccccc2OCC)C(C(=O)OCC)C(=O)N1 (stereo not drawn) | -5 | 0.53 | -1.1 | -9 | -4 | 0.0 | -1.3 | 9 | 3
O=C(O)CN(c1ccc2c(c1)OCCO2)S(=O)(=O)c1ccccc1 | 4 | -0.72 | 1.8 | -16 | -6 | 0.8 | 1.9 | 13 | -7
Cc1ccc(-c2nnn(CC(=O)N(CC(=O)NCC3CCCO3)c3ccc(F)c(Cl)c3)n2)o1 (stereo not drawn) | -7 | / | 0.3 | -13 | 2 | -0.7 | 1.2 | 11 | -4
O=S(=O)(c1ccc(OCC(O)CN2CCc3ccccc3C2)cc1)N1CCOCC1 (stereo not drawn) | 3 | 0.046 | 2.3 | 8 | -4 | -0.6 | -0.5 | 8 | -1
Cn1ncc(C#N)c1/N=C/N1CCCCC1 | 6 | -0.19 | -0.1 | / | -3 | -0.7 | -1.9 | -7 | 13
Cn1c(=O)oc2cc(S(=O)(=O)Nc3ccc(Cl)cc3F)ccc21 | -2 | / | -0.1 | 5 | -6 | -0.9 | 1.1 | 8 | 1
COc1ccc(-c2cc(N)n(S(=O)(=O)Cc3ccccc3)n2)c(OC)c1 | -1 | -0.46 | -0.8 | 4 | 5 | -0.1 | -0.1 | 13 | -2
COc1ccc(C2C(C(C)=O)=C(O)C(=O)N2CCO)c(OC)c1 (stereo not drawn) | -7 | 0.25 | -0.1 | -20 | 4 | 0.1 | -1.9 | -4 | 6
CC(C)(C)OC(=O)N1CCC[C@@H]1C(=O)N1CCC(C(=O)O)CC1 | / | -0.76 | / | / | -5 | -0.4 | 1.8 | 14 | 5
O=C(CCCC(=O)OCC(F)(F)C(F)F)Nc1nccs1 | 3 | -0.18 | -1.8 | 0 | 3 | 0.0 | -0.4 | 24 | 0
Cc1cc(C)n(C2CCCCC2OC(=O)c2ccccc2)n1 (stereo not drawn) | / | / | -3.3 | -6 | 7 | -0.5 | 0.4 | / | /
C=CCSc1nc2ccccc2[nH]1 | -2 | -0.47 | -0.6 | 9 | 3 | 0.2 | 0.6 | 6 | -12
OCc1ccnc2c(O)cccc12 | 11 | -0.42 | -1.2 | 20 | -4 | -0.2 | -0.2 | 0 | 1
CC(Sc1nnc(Cn2c(=O)sc3ccccc32)n1C)c1ccccc1 (stereo not drawn) | 2 | 0.34 | -1.1 | 6 | -8 | 0.2 | -3.5 | 32 | 9
Cc1cc(-n2c(C)cc(C(=O)CN3C(=O)NC4(CCCCC4)C3=O)c2C)no1 | -4 | -0.36 | -0.6 | 18 | -14 | 0.0 | -0.6 | 17 | 3
Cc1ccccc1CS(=O)(=O)Cc1ccc(C(=O)NCC2CCCO2)o1 (stereo not drawn) | -4 | -0.23 | -0.5 | 12 | 2 | -0.2 | -0.8 | 17 | -3

Next part, starting with the last 4 of the part before.
SMILES | Jurkat tox 60K | D1 allo mod | S1P3 agonist | S1P1 ag-PAM | 5HT1E antag | HTR1E agonist | HTR1A agonist | HEK293 NFkB inh | 5-HT1A blocker
OCc1ccnc2c(O)cccc12 | 11 | -0.42 | -1.2 | 20 | -4 | -0.2 | -0.2 | 0 | 1
CC(Sc1nnc(Cn2c(=O)sc3ccccc32)n1C)c1ccccc1 (stereo not drawn) | 2 | 0.34 | -1.1 | 6 | -8 | 0.2 | -3.5 | 32 | 9
Cc1cc(-n2c(C)cc(C(=O)CN3C(=O)NC4(CCCCC4)C3=O)c2C)no1 | -4 | -0.36 | -0.6 | 18 | -14 | 0.0 | -0.6 | 17 | 3
Cc1ccccc1CS(=O)(=O)Cc1ccc(C(=O)NCC2CCCO2)o1 (stereo not drawn) | -4 | -0.23 | -0.5 | 12 | 2 | -0.2 | -0.8 | 17 | -3
CCOc1ccc(/C(O)=C2/C(=O)C(=O)N(Cc3cccnc3)C2c2ccc(N(C)C)cc2)c(C)c1 (stereo not drawn) | 3 | / | 0.5 | 0 | 12 | 0.1 | 4.2 | -14 | 3
COC(=O)C1(C)NC(c2cccs2)C2C(=O)N(c3ccccc3F)C(=O)C21 (stereo not drawn) | -2 | 0.14 | -0.1 | -3 | 0 | -0.3 | -0.8 | 0 | -4
Cn1c(=O)cc(OCCCC(=O)NC2CCCC2)c2ccccc21 | 13 | -1.4 | -0.7 | -41 | -3 | 0.3 | -1.2 | 10 | 3
Cc1c(C(C)NC(=O)Nc2ccc(F)cc2F)cnn1C (stereo not drawn) | -5 | -1.2 | 0.9 | 1 | 3 | -0.2 | -3.5 | -1 | -3
COc1cccc(-c2nc(NC(C)C)c3ccccc3n2)c1O | / | / | 1.3 | -22 | -3 | 1.5 | 0.6 | / | /
Fc1ccc2nc3[nH]c4ccccc4c3nc2c1 | 11 | 1.1 | -0.7 | -63 | 21 | 0.5 | -0.9 | -27 | 12
Cc1[nH]nc2c1C(c1cccnc1)N(c1ccc(Br)cc1)C2=O (stereo not drawn) | 6 | 0.28 | -1.1 | 9 | 5 | -1.0 | -2.1 | 23 | 8
N/C(=N\S(=O)(=O)c1ccc(Cl)s1)c1ccccc1 | / | 0.35 | -4.4 | 7 | 14 | -0.8 | -0.1 | / | /
O=C1C2C3C=CC(C3)C2C(=O)N1CCCCN1C(=O)C2C3C=CC(C3)C2C1=O (stereo not drawn) | 1 | -0.075 | -0.8 | / | 1 | -0.5 | -2.1 | 13 | 1
CC(=O)N=C(N)Sc1nc2ccccc2[nH]1 | / | / | -2.4 | -9 | 5 | 0.2 | 0.3 | / | /
O=C(COC(=O)C1CCCCC1)Nc1ccc(N2CCCCC2)cc1 | / | -0.56 | / | / | -6 | -0.1 | -1.9 | -1 | -19
O=C(CCN1Cc2ccccc2C1)c1ccc2c(c1)OCCO2 | -2 | -0.74 | -0.9 | 20 | 19 | -1.1 | 0.2 | 12 | 20
O=c1ccc2cc3c([nH]c4ccc(Br)cc43)oc-2c1O | -2 | 0.51 | 2.1 | -11 | -9 | -0.7 | -2.4 | 3 | 2
O=C(Cn1c(=O)oc2ccccc21)Nc1ccc(S(=O)(=O)N2CCCCC2)cc1 | 1 | -0.071 | -1.5 | 16 | -4 | 0.9 | -2.3 | 4 | -1
COc1ccc(C(c2sc3nc(C)nn3c2O)N2CC(C)OC(C)C2)cc1OC (stereo not drawn) | -8 | 0.7 | -0.3 | -25 | 0 | -0.4 | -3.2 | 6 | 2
c1ccc(C(CN2CCOCC2)c2ccccc2)cc1 | 3 | 0.39 | -1.2 | 2 | 5 | -0.6 | -1.4 | 17 | 8
O=C(O)CNC(=O)c1ccc(OC(F)F)cc1 | / | 0.79 | / | / | 0 | 0.4 | -1.4 | 13 | -2
Cc1ccc2nc(NCCCN3CCOCC3)c(C=NCCCN3CCOCC3)c(=O)n2c1 | 2 | 0.64 | 0.3 | 7 | 8 | -0.1 | -1.4 | 8 | 7
Cc1ccc2nc(NCCCNC(=O)c3cnccn3)c(C#N)cc2c1 | 5 | 0.79 | 0.0 | -14 | -6 | 1.0 | 2.3 | 4 | -6
COc1cc2c(cc1OC)C(c1ccc(N(C)C)cc1)CC(=O)N2 (stereo not drawn) | -3 | 0.66 | 0.0 | -10 | 1 | -0.9 | -1.1 | 18 | 0
CN(C)C/C(Cl)=C(\Cl)c1ccccc1 | / | / | -0.8 | 3 | -6 | 0.7 | -0.5 | / | /
CCOC(=O)Cc1csc(-n2sc3ccccc3c2=O)n1 | -12 | -2 | -0.4 | -7 | 7 | 0.2 | 0.8 | 16 | 31
CCCN1CC23C=CC(O2)C(C(=O)O)C3C1=O (stereo not drawn) | -3 | 0.59 | -0.1 | -4 | -1 | -0.1 | -1.3 | 11 | -2
CC(=O)N(CN1C(=O)c2ccccc2C1=O)c1ccccc1 | 2 | -0.13 | 0.6 | 5 | 3 | -1.5 | -0.1 | 13 | 7
Cc1c(NC(=O)c2c(F)cccc2F)c(=O)n(-c2ccccc2)n1C | 0 | -0.85 | -0.7 | -34 | 3 | -1.2 | -2.7 | -1 | -3
COc1ccc(CC(=O)Nc2ccc(-c3nnc(-c4ccccc4)o3)cc2)cc1 | -3 | 0.061 | -1.1 | -2 | 18 | 0.5 | 4.6 | -1 | -1
CC(C)(O)C#Cc1ccc(C(=O)N2CCN(C(=O)c3ccco3)CC2)cc1 | 0 | -0.44 | -0.5 | / | -12 | -0.1 | 1.3 | 0 | 6
